Screening results: PubChem BioAssay, several laboratories
TNAP activation fold = stimulation of alkaline phosphatase TNAP activity – biochemical, luminescent, no phosphate acceptor, uHTS, primary screen (AID 1001); purified TNAP, luminescent activation assay, no phosphate acceptor; higher activation fold means a stronger effect; one-dose activation fold at 20 µM; EC50 in µM for titrated hits; 200,000 compounds, 0.03% hits; in the data active = activation fold from about 3, or a potency from the dose series; inactive = the rest, 99 in 100 with activation fold below about 1.6; note: many of its hits are not listed in these tables
human PMI inhibitors = human PMI inhibitors, high substrate, primary screen, biochemical, fluorescence intensity, high mannose 6-phosphate (AID 1220) | recombinant PMI enzyme, coupled fluorescence intensity; higher % means a stronger effect | 190,000 compounds, 0.66% hits | inhibition, % at 20 µM; hits with a dose series show IC50 in µM
UTI89 phage lysis = inhibition of K1F phage lysis, E. coli UTI89, bacterial capsule biogenesis inhibitors, alamar blue (AID 488966) | one-dose inhibition, % at 100 µM; IC50 in µM for titrated hits | E. coli UTI89 K1F phage lysis, alamar blue, 2 h; higher % means a stronger effect | 340,000 compounds, 0.02% hits;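 active = phage lysis inhibition, versus mean bacterial control, above a set limit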;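 note: capsule biogenesis inhibitors block K1F phage lysis so surviving cells raise fluorescence; higher fluorescence means more inhibition of phage lysis; actives were called in the ten point dose series up to 300 µM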
human PMI inhibition = MPI enzyme activity inhibition – biochemical, fluorescence intensity, coupled assay, primary screen (AID 1209) | purified PMI enzyme, coupled fluorescence intensity; higher % means a stronger effect | inhibition, % at 20 µM; hits with a dose series show IC50 in µM | 190,000 compounds, 0.42% hits;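 note: plate controls were DMSO vehicle for no effect and wells lacking substrate for full effect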
Myeloid diff 2 = promotes myeloid progenitor differentiation; calls only at 10 µM; ER-HoxA9 myeloid progenitors, lysozyme-GFP differentiation, flow cytometry; AID 624256; 360,000 compounds, 1% hits;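 active = normalized GFP-positive differentiation at or above the plate's own cutoff, the solvent-only control mean plus 3 SD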;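 note: cells exposed to compound for four days before flow analysis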
WT yeast gro inh = growth inhibition of WT yeast, mitochondrial fusion screen; AID 1362; inhibition, % at 10 µM; 190,000 compounds, 2.1% hits; mitochondrial fusion phenotypic screen, WT strain; in the data active = inhibition above about 58%; tested in S. cerevisiae
ER stress rescue = protection against thapsigargin-triggered cell killing – 384-well, CSM14.1, ATP luminescence, primary screen (AID 1222). cellular ATP content (survival), % at 20 µM; hits with a dose series show EC50 in µM. 190,000 tested, under 10 active. CSM14.1 thapsigargin-induced death rescue, ATP luminescence; higher % means a stronger effect;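 active = EC50 below 50 µM in the dose-response confirmation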;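 note: death triggered by thapsigargin at about 15 µM added after 2 h compound pretreatment; cell ATP read after overnight thapsigargin exposure of roughly 18 to 22 hours; normalized against plate controls of thapsigargin alone and 5% DMSO vehicle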
M1AAP inhibition = P. falciparum M1AAP inhibitors, biochemical, fluorogenic H-Leu-NHMec substrate, 1536-well (AID 1445); 220,000 compounds, 0.42% hits; inhibition, % at 30 µM; hits with a dose series show IC50 in µM; recombinant M1AAP, H-Leu-NHMec fluorogenic kinetic assay; higher % means a stronger effect;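 active = primary inhibition above the hit cutoff, then over 50% inhibition at one or more dose response concentrations, cut at about 23% in these data, passing the limit was not always enough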;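 note: plate controls were DMSO full reaction for no effect and no enzyme background for full effect; strong numbers were not always called active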
Lipid droplet = hepatic lipid droplet formation modulation | AML12 mouse hepatocytes, oleate lipid droplets, BODIPY imaging | inhibition, % at 6.5 µM | 240,000 compounds, 0.4% hits;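 active = lipid droplet intensity inhibited by at least 50%, with more than 500 cells counted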
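Assay system: AML12 mouse liver cells | Compound dosing: One dose, 6.5 µM compound | Read-out basis: Droplet intensity reduction, % inhibition | Measured by: Fluorescence imaging, 20x objective, two fields per well | Schedule: Overnight treatment with compound plus oleate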
WT yeast gro inh mutant strain = further read-out of WT yeast gro inh, marked with its call; inhibition, %; mitochondrial fusion phenotypic screen, mutant strain inhibition
Lipid droplet cells 6.5 µM = further read-out of Lipid droplet, marked with its call; cell count; measured here: cell count, cytotoxicity flag;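 cells counted across two imaged fields per well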
Myeloid diff 2 GFP+ MAC1+ % = second read-out of Myeloid diff 2, no call of its own (marks repeat the call); GFP+ MAC1+ double positive, %; measured here: differentiation confirmed by MAC1 staining
* = called active by the depositor; i = inactive; . = not tested or not shown; [ ] = another dose, or the depositor's remark. Cut-off read from the data, not from the text of the source, unless noted: active = inhibition above about 50%; inactive = the rest. Rows were taken by chance; about 4.6% have a hit in one of these screens.

Screens in order: TNAP activation fold	human PMI inhibitors	UTI89 phage lysis	human PMI inhibition	Myeloid diff 2	Myeloid diff 2 GFP+ MAC1+ %	WT yeast gro inh	WT yeast gro inh mutant strain	ER stress rescue	M1AAP inhibition	Lipid droplet	Lipid droplet cells 6.5 µM
> N#Cc1c(-c2cccs2)cc(C2CC2)nc1SCC(N)=O
  1	6%	0.9%[50 µM]	12%	i	0.6	0	-26	-0.6%	12%	1	808
> O=C(NCc1nc2ccccc2[nH]1)C1=C[C@@H](C2CCCCC2)C[C@@H](OCCCCO)O1
  .	.	-0.1%	.	i	0.3	.	.	.	3%	16	698
> CC1CCCCN1c1ncnc2ccccc12 (stereo unspecified)
  1	-4%	0.4%	-1%	i	4.0	-8	-8	-0.1%	7%	-6	759
> Nc1nnc(CCN2C(=O)CSC2=O)s1
  1.1	-6%	0.0%	-2%	i	1.5	5	-2	-2.7%	-10%	-7	773
> COc1ccc(C(=O)c2oc3ccccc3c2N)cc1
  1.1	-23%	0.1%	-2%	i	0.7	-1	8	-3.6%	10%	12	740
> COC(=O)N/N=C/c1cc(C)n(-c2ccccc2)c1C
  1	7%	0.2%	4%	i	0.5	6	6	-2.9%	13%	-3	701
> Cc1c(Cl)c([N+](=O)[O-])nn1CCCC(=O)Nc1cc(Oc2ccccc2)cc([N+](=O)[O-])c1
  1	18%	2.4%[50 µM]	19%	i	0.1	20	12	-1.3%	1%	-2	668
> Cc1ccc(NC(=O)c2ccc3ccccc3n2)nc1
  1.1	19%	0.6%	22%	i	1.2	7	18	-4.2%	9%	-43	441
> Cn1c(=O)c2c(nc(NCc3ccccc3)n2Cc2ccc(F)cc2)n(C)c1=O
  1.1	30%	.	0%	.	.	9	8	-1.0%	3%	-7	748
> O=C(NCC1CCCO1)c1csc2c1CCCC2 (stereo unspecified)
  0.9	2%	6.3%	-4%	i	1.5	-8	1	-1.4%	-3%	.	.
> CNc1ccc(OC(F)F)cc1C(=O)c1ccccc1
  1	8%	2.4%	7%	i	0.9	1	5	-0.2%	8%	.	.
> COc1ccc(C(C#N)(CCC#N)CCC#N)cc1OC
  1	-1%	-0.1%	8%	i	0.5	1	-5	3.2%	2%	1	778
> Cc1ccc(NC(=O)c2cc(NC(=O)C3CC=CCC3C(=O)O)ccc2N2CCOCC2)cc1Cl (stereo unspecified)
  1	6%	0.3%	11%	i	0.7	-2	-10	2.6%	5%	-3	762
> CCOc1cccc(OCCOc2ccccc2[N+](=O)[O-])c1
  1.1	-5%	-0.2%	0%	i	0.4	-2	-10	-0.5%	9%	-22	688
> Cc1cc(C)cc(N=c2c([N+](=O)[O-])nn(-c3ccc4c(c3)OCCO4)n2O)c1
  1	3%	0.2%	-7%	i	0.0	15	15	-1.7%	3%	5	723
> COc1ccc(/C=C/C(=O)OCc2cc(=O)n3c(n2)sc2ccccc23)cc1
  1.1	13%	0.8%[50 µM]	14%	i	1.9	-9	-20	-1.3%	11%	-57	590
> Cc1ccc(OCC(=O)c2cc(C)n(C3CC3)c2C)c([N+](=O)[O-])n1
  1	11%	0.8%[50 µM]	14%	i	1.5	-7	-1	2.8%	3%	17	632
> COCc1cc(=O)[nH]c(SCC(=O)Nc2ccccc2)n1
  1.1	0%	-0.9%	-12%	i	0.7	-10	-7	0.7%	13%	.	.
> O=C(CCl)Nc1cc(S(=O)(=O)N2CCCCCC2)ccc1Cl
  1.2	4%	0.0%[50 µM]	7%	i	0.2	-7	12	2.5%	-2%	5	658
> O=C(c1ccco1)N1CCN(S(=O)(=O)c2ccccc2[N+](=O)[O-])CC1
  1	9%	0.5%	9%	i	0.5	-7	9	-0.6%	7%	12	682

Four entries out of the list, sorted by number of heavy atoms, high to low:
Screens in order: TNAP activation fold	human PMI inhibitors	UTI89 phage lysis	human PMI inhibition	Myeloid diff 2	Myeloid diff 2 GFP+ MAC1+ %	WT yeast gro inh	WT yeast gro inh mutant strain	ER stress rescue	M1AAP inhibition	Lipid droplet	Lipid droplet cells 6.5 µM
> Cc1c(Cl)c([N+](=O)[O-])nn1CCCC(=O)Nc1cc(Oc2ccccc2)cc([N+](=O)[O-])c1
  1	18%	2.4%[50 µM]	19%	i	0.1	20	12	-1.3%	1%	-2	668
> O=C(NCc1nc2ccccc2[nH]1)C1=C[C@@H](C2CCCCC2)C[C@@H](OCCCCO)O1
  .	.	-0.1%	.	i	0.3	.	.	.	3%	16	698
> Cc1cc(C)cc(N=c2c([N+](=O)[O-])nn(-c3ccc4c(c3)OCCO4)n2O)c1
  1	3%	0.2%	-7%	i	0.0	15	15	-1.7%	3%	5	723
> CNc1ccc(OC(F)F)cc1C(=O)c1ccccc1
  1	8%	2.4%	7%	i	0.9	1	5	-0.2%	8%	.	.

The main list resumes, starting two compounds before the break.
Screens in order: TNAP activation fold	human PMI inhibitors	UTI89 phage lysis	human PMI inhibition	Myeloid diff 2	Myeloid diff 2 GFP+ MAC1+ %	WT yeast gro inh	WT yeast gro inh mutant strain	ER stress rescue	M1AAP inhibition	Lipid droplet	Lipid droplet cells 6.5 µM
> O=C(CCl)Nc1cc(S(=O)(=O)N2CCCCCC2)ccc1Cl
  1.2	4%	0.0%[50 µM]	7%	i	0.2	-7	12	2.5%	-2%	5	658
> O=C(c1ccco1)N1CCN(S(=O)(=O)c2ccccc2[N+](=O)[O-])CC1
  1	9%	0.5%	9%	i	0.5	-7	9	-0.6%	7%	12	682
> Cc1onc(-c2ccccc2Cl)c1C(=O)Nc1cccnc1
  1.1	8%	0.8%	11%	i	1.2	6	-9	-2.5%	-5%	24	671
> Cc1ccc(NC(=O)N2CCC(C(=O)NCCC3=CCCCC3)CC2)cc1
  1.2	-2%	0.6%	-6%	i	0.2	-7	-40	-0.4%	5%	.	.
> CC(C)OC(=O)c1cc(=O)[nH]c2ccccc12
  1.1	11%	1.0%	9%	i	0.7	36	15	0.3%	9%	.	.
> COc1cccc(CC(=O)Nn2c(C)nc3ccccc3c2=O)c1
  1.1	16%	0.3%	8%	i	0.4	10	10	.	5%	-78	666
> C/C(CC(=O)Nc1cc(C)ccn1)=N\NC(=O)c1cccc(C)c1
  1	19%	-0.5%	13%	i	0.3	-8	-6	-1.2%	2%	-10	756
> COc1ccc(S(=O)(=O)N2CCOCC2)cc1NC(=O)CSc1n[nH]c(C(C)C)n1
  1.1	2%	-0.8%	-8%	i	0.4	-9	-13	-3.1%	8%	16	684
> O=C(Nc1ccc(C(=O)Oc2ccccc2)c(O)c1)c1ccco1
  1	2%	-0.5%	8%	i	1.1	28	9	-0.1%	6%	8	737
> N#CC(c1ccc(O)cc1)N1CCOCC1 (stereo unspecified)
  1	6%	0.4%	8%	i	1.5	-14	10	-1.3%	4%	10	788
> Cc1ccc(/C=C/C(=O)c2cc(Br)ccc2OC(=O)c2ccco2)cc1
  1	18%	3.1%	21%	i	0.9	4	7	-1.0%	7%	-27	632
> CCOc1cc(C2C(C#N)=C(N)OC3=C2C(=O)CC(C)(C)C3)cc([N+](=O)[O-])c1O (stereo unspecified)
  0.7	8%	0.4%	-5%	i	0.2	-44	-3	5.5%	13%	-34	679
> O=C(O)CC1(CC(=O)Nc2ccc(Br)cc2)CCCCC1
  1.1	-4%	-0.1%	-12%	i	0.2	-17	-16	-0.1%	12%	-9	656
> O=C(Nc1ccc(Cl)cc1Cl)NC1CCN(S(=O)(=O)c2ccc(F)cc2)CC1
  .	.	0.2%	.	i	0.2	.	.	.	-4%	1	710
> CCOC(=O)C(Oc1ccc2c(-c3ccccc3)cc(=O)oc2c1C)c1ccccc1 (stereo unspecified)
  1	9%	0.3%	16%	i	1.0	13	0	3.2%	6%	-23	665
> Cc1ccc(NC(=O)CS(=O)CC(=O)NCC2OCCc3ccccc32)c(C)c1 (stereo unspecified)
  1	-4%	0.3%	-11%	i	0.8	-7	0	-2.3%	0%	.	.
> CC(C)OC(=O)c1c(NC(=O)CCC(=O)O)sc2c1CCCCC2
  1.1	1%	-15%	9%	i	1.5	11	9	-1.4%	4%	-8	725
> COc1ccc(C(=O)Nc2ccc(O)c3c(=O)cc(-c4cccc(Cl)c4)oc23)cc1
  .	.	-0.3%	.	i	1.5	.	.	.	10%	-3	652
> CC(=O)Nc1ncc(Cc2cc(Cl)ccc2Cl)s1
  1	14%	0.1%	14%	i	0.1	76*	59*	4.2%	.	1	747
> O=C(NCCc1ccccc1)/C(=C\c1ccc([N+](=O)[O-])cc1)NC(=O)c1ccc(Br)cc1
  1	-10%	1.1%	-3%	i	1.2	19	-2	-1.4%	1%	-21	724
> CCC(C)c1ccc(NC(=S)NC2CCN(Cc3ccccc3)CC2)cc1 (stereo unspecified)
  1.4	-2%	-2.1%	14%	i	2.2	75*	59*	-3.3%	2%	2	705
> CCC(=O)Nc1cc(OC)cc(OC)c1
  1.2	2%	0.1%	-5%	i	0.4	5	3	0.6%	1%	3	696
> COc1ccc(CC(=O)Nc2ccccc2C(=O)N2CCOCC2)cc1OC
  1.1	14%	0.9%[50 µM]	7%	i	0.7	-6	-6	-3.6%	5%	27	713
> COc1ccc(OC)c(/C=N/NC(=O)CN2CCSCC2)c1
  1.1	-7%	3.6%	1%	i	0.7	-22	8	-0.7%	5%	6	641
